# Source: PubChem
# Neddylation inh = inhibitors of human cullin neddylation. P61081+Q13564. TR-FRET cullin neddylation, biochemical. calls only at 25 µM. 0.58% of 360,000 active. AID 651699; in the data active = inhibition above about 36%
# bovine MsrA act = bovine methionine sulfoxide reductase A activation; purified bovine MsrA, absorbance read-out; activation, % at 10.6 µM; 0.3% of 360,000 active; in the data active = activation above about 7.5%;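 note: 0% = vehicle and 100% = reference activator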
# NRP1-CendR mod = NRP-1/CendR interaction modulation | AID 602438 | O14786 | 0.85% of 360,000 active | FAM-RPARPAR peptide binding to NRP-1, fluorescence polarization | inhibition, % at 25 µM;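 active = inhibition or corrected inhibition above about 18%, plus a signal ratio from 0.5 to 1.5, limit read from the data, passing the limit was not always enough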; note: strong numbers were not always called active
# MT1-MMP act inh = inhibitors of human MT1-MMP activation; P50281; HT1080 RFP-PRO-GFP cells, GFP/RFP ratio fluorescence, overnight; percent of plate control window, DMSO zero; GFP/RFP ratio change, % at 20 µM; 0.061% of 360,000 active; AID 651647;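 active = GFP/RFP ratio change of at least 30% with cell ATP level not reduced by more than half and red fluorescence within 50% of control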; note: strong numbers were not always called active
#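 Test system: HT1080 cells expressing an RFP-PRO-GFP fluorescent reporter construct / Compound dosing: single-point 20 µM compound, 1% DMSO / Schedule: cells overnight before dosing, compound overnight, 37 °C, 5% CO2 / Evaluation: GFP/RFP fluorescence ratio / Control set: DMSO and RFP-L50D-GFP cell wells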
# SKN-1 block = C. elegans SKN-1 inhibition | C. elegans VP596 Pgst-4::GFP/RFP ratio, acrylamide-induced, 24 h | inhibition, % at 21.8 µM | 0.49% of 360,000 active;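 active = interference check ratio from 0.5 to 1.5 plus GFP to RFP signal ratio inhibition reaching or exceeding a fixed threshold, cut at about 30% in these data, passing the limit was not always enough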; note: some compounds called inactive have numbers as strong as hits
# MsrA inhibitor = inhibits bovine methionine sulfoxide reductase A; purified bovine MsrA, absorbance read-out; inhibition, % at 15.5 µM; 0.75% of 360,000 active; AID 651718; in the data active = inhibition above about 4.5%;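 note: 0% = vehicle wells with enzyme and 100% = reference inhibitor wells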
# Rin1-Abl PPI inh = human Rin1-Abl interaction inhibition | P00519+Q13671 | TR-FRET Rin1/Abl binding, biochemical | inhibition, % at 7.35 µM | 0.4% of 360,000 active; in the data active = inhibition above about 5%, passing the limit was not always enough
# Target sequence (P00519 whole entry, looked up): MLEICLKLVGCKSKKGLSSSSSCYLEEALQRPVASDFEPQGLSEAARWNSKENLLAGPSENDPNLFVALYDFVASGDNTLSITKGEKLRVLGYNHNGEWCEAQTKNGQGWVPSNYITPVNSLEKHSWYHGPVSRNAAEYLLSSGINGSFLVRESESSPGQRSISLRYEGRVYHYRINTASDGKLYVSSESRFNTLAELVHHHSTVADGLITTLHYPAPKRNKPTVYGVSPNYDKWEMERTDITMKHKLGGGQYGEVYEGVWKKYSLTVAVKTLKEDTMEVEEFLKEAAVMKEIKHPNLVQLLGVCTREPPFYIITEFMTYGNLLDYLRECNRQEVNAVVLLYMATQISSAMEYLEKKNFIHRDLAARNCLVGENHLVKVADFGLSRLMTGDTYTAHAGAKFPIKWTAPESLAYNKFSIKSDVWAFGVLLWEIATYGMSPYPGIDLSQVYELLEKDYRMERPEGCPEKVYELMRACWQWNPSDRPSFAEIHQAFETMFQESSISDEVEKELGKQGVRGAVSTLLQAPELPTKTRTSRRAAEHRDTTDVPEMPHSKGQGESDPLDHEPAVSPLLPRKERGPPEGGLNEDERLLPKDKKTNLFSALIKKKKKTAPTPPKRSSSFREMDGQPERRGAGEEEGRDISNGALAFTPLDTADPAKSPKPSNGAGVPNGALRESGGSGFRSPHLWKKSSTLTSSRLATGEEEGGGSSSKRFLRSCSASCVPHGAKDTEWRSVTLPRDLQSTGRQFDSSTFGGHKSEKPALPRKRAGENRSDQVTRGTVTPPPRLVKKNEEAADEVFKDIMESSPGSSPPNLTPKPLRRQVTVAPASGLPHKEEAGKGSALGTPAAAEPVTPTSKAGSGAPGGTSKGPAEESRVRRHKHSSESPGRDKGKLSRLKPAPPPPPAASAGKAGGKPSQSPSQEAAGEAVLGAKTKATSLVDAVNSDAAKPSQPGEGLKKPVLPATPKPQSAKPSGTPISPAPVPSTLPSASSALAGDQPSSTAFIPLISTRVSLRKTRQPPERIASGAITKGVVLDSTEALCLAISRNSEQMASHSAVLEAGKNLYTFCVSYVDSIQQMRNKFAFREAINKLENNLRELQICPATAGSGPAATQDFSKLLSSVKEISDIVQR
# Target sequence (Q13671 whole entry, looked up): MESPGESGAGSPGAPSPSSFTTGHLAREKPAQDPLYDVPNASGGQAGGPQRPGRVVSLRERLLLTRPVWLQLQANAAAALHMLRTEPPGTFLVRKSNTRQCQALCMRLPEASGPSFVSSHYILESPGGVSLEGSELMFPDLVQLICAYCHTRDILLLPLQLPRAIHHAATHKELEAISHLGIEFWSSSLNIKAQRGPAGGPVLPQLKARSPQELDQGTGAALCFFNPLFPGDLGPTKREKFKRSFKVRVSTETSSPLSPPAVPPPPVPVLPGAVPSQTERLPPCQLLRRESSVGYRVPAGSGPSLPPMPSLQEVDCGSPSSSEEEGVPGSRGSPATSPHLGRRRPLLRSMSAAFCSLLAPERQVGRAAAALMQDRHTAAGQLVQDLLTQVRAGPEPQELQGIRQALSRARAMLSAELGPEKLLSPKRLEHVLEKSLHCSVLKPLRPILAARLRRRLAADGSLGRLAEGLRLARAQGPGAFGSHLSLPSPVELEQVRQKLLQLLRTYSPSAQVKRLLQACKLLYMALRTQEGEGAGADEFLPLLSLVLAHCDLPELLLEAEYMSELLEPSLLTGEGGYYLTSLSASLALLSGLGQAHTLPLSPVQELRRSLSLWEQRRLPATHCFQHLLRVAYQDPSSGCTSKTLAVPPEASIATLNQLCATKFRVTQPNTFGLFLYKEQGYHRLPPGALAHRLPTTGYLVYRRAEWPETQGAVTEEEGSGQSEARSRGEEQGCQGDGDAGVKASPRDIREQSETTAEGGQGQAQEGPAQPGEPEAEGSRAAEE
# FAS TE block = FAS thioesterase (human) inhibition; P49327; recombinant FAS-TE, OMFH fluorogenic substrate, fluorescence endpoint; inhibition, % at 15 µM; 0.67% of 360,000 active; AID 602261;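 active = compounds whose normalised, plate-corrected inhibition of enzyme fluorescence in the single-dose primary screen is 50% or more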;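 note: 0% = DMSO with enzyme and 100% = substrate without enzyme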
# eLon inh = inhibits E. coli Lon protease; purified E. coli Lon protease, fluorescence polarization; 0.42% of 360,000 active; inhibition, % at 7.94 µM; AID 602123; in the data active = inhibition above about 13%, passing the limit was not always enough;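 note: 0% = enzyme with probe and DMSO and 100% = no enzyme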
# Active calls of the source: *; i = inactive; / = no result given. The order is random; overall some 4.2% were active at least once.
no.	canonical_smiles	Neddylation inh	bovine MsrA act	NRP1-CendR mod	MT1-MMP act inh	SKN-1 block	MsrA inhibitor	Rin1-Abl PPI inh	FAS TE block	eLon inh
1	CC(C)N1CCC(NC(=O)Nc2ccccc2)CC1	i	-3	-8	0	7	-0.3	-1	-2	5
2	Nc1ccc(-n2nncc2-c2ccco2)cc1	i	-1	6	-2	0	-0.4	-2	-4	1
3	CCOc1ccc(C(=O)NCC(=O)OCC(=O)N(C)CC(=O)Nc2ccccc2CC)cc1OCC	i	-10	4	-2	-27	-0.8	-3	-4	0
4	CCS(=O)(=O)NCC(c1ccco1)N1CCN(c2ccc(F)cc2)CC1 (centres undefined)	i	-3	15	3	12	-0.1	5	-7	-9
5	O=C(NCCc1c[nH]c2ccccc12)C(F)(F)F	i	-3	-7	-2	-3	-1.3	-2	-9	-11
6	Cn1ccc2c(-c3ccc(CO)cc3)cc3c(c21)C1CCC3O1 (centres undefined)	/	-6	-3	1	5	0.5	3	-8	0
7	Cn1c(Cn2nnc3ccccc32)nnc1SCC(=O)Nc1ccc2c(c1)OCO2	i	-1	-1	-1	8	2.3	4	-4	2
8	CCOC(=O)N1CCN(C(c2cc3ccccc3o2)c2nnnn2C(C)(C)C)CC1 (centres undefined)	i	0	5	5	2	-1.7	/	1	-13
9	COCCCNC(=O)/C(C#N)=C/c1c(N2CCN(c3cccc(Cl)c3)CC2)nc2c(C)cccn2c1=O	/	2	-2	0	-3	-0.1	-1	16	2
10	CC(C)(C)c1ccc(C(=O)OCCNC(=O)c2c(Cl)nc3ccccn23)cc1	i	-5	4	-3	-7	0.1	1	66*	-1

# (further entries)
no.	canonical_smiles	Neddylation inh	bovine MsrA act	NRP1-CendR mod	MT1-MMP act inh	SKN-1 block	MsrA inhibitor	Rin1-Abl PPI inh	FAS TE block	eLon inh
11	Cc1occc1C(=O)Nc1cccc(S(=O)(=O)N2CCOCC2)c1	i	-2	-8	3	21	-0.9	0	-3	4
12	COc1ccccc1NC(=O)C(=O)NCCC1CCCCN1S(=O)(=O)c1ccc(F)cc1 (centres undefined)	i	-3	7	2	7	-0.8	-2	26	-5
13	O=C(NCc1ccccc1Cl)c1cc(C(=O)C2CC2)c[nH]1	i	-5	13	5	-5	0.7	-1	-2	-7
14	Cc1ccc2cc3c(NC(=O)c4ccco4)nn(C)c3nc2c1	/	-5	-11	2	30	1.2	-2	-2	-1
15	Oc1c(Cl)cc(Cl)cc1CNc1ccccn1	i	-2	5	2	1	-1.3	-3	14	-4
16	COc1cccc(NS(=O)(=O)c2ccc(NC(C)=O)cc2)c1	i	-4	0	3	-5	-0.8	1	-1	-6
17	O=C1CCc2cc(S(=O)(=O)Nc3cccc(F)c3)cc3c2N1CC3	i	-3	4	0	-14	1.0	-2	-24	-12
18	CCC(C(=O)Nc1cc(C)nn1-c1nc(C)cc(C)n1)c1ccccc1 (centres undefined)	i	-4	0	-3	-12	2.3	1	0	-3
19	CCC(c1nnnn1-c1c(C)cccc1C)N1CCN(c2ccc(C(F)(F)F)cc2[N+](=O)[O-])CC1 (centres undefined)	i	-9	-8	-4	7	/	/	28	-1
20	O=C(CCS(=O)(=O)c1cccc2nsnc12)N1CCN(Cc2ccc3c(c2)OCO3)CC1	i	0	-2	-4	27	1.1	3	-7	-2

# Other entries
no.	canonical_smiles	Neddylation inh	bovine MsrA act	NRP1-CendR mod	MT1-MMP act inh	SKN-1 block	MsrA inhibitor	Rin1-Abl PPI inh	FAS TE block	eLon inh
21	Nc1nc2ccc([N+](=O)[O-])c(N)c2s1	i	-9	0	-5	-16	1.8	-11	1	6
22	CC(=O)Nc1ccc(SCC(=O)N(C)CC(=O)Nc2ccccc2Cl)cc1	i	1	4	-1	10	-0.7	-1	-6	-5
23	O=C(NCC1OCCc2ccccc21)C1COc2ccccc2O1 (centres undefined)	i	-3	10	-1	6	/	-2	-3	-4
24	Cc1ccccc1C(=O)N1CCC(C(=O)Nc2ccc(C)c(S(=O)(=O)N3CCCCC3)c2)CC1	i	-2	5	-9	14	-0.6	1	0	1
25	COc1ccccc1NC(=O)c1ccc(Cl)c(S(=O)(=O)N2CCOCC2)c1	i	0	17	10	18	0.5	2	4	-3
26	Cc1sc2ncnc(N3CCC(C(=O)Nc4cc(C(F)(F)F)ccc4OCC(F)(F)F)CC3)c2c1C	i	-3	15	-6	-5	0.6	2	44	-5
27	CC(NC(=O)c1cc(-c2ccncc2)nc2ccc(Cl)cc12)C1CCCO1 (centres undefined)	i	-8	6	-1	3	1.1	-2	-2	-1
28	O=C(COc1ccccc1Br)N1CCN(c2ccccc2)CC1	i	-13	0	4	-23	1.1	-4	-2	-13

# As a short view, part of the list above.
no.	canonical_smiles	Neddylation inh	bovine MsrA act	NRP1-CendR mod	MT1-MMP act inh	SKN-1 block	MsrA inhibitor	Rin1-Abl PPI inh	FAS TE block	eLon inh
13	O=C(NCc1ccccc1Cl)c1cc(C(=O)C2CC2)c[nH]1	i	-5	13	5	-5	0.7	-1	-2	-7
14	Cc1ccc2cc3c(NC(=O)c4ccco4)nn(C)c3nc2c1	/	-5	-11	2	30	1.2	-2	-2	-1
15	Oc1c(Cl)cc(Cl)cc1CNc1ccccn1	i	-2	5	2	1	-1.3	-3	14	-4
16	COc1cccc(NS(=O)(=O)c2ccc(NC(C)=O)cc2)c1	i	-4	0	3	-5	-0.8	1	-1	-6
17	O=C1CCc2cc(S(=O)(=O)Nc3cccc(F)c3)cc3c2N1CC3	i	-3	4	0	-14	1.0	-2	-24	-12
18	CCC(C(=O)Nc1cc(C)nn1-c1nc(C)cc(C)n1)c1ccccc1 (centres undefined)	i	-4	0	-3	-12	2.3	1	0	-3
19	CCC(c1nnnn1-c1c(C)cccc1C)N1CCN(c2ccc(C(F)(F)F)cc2[N+](=O)[O-])CC1 (centres undefined)	i	-9	-8	-4	7	/	/	28	-1
20	O=C(CCS(=O)(=O)c1cccc2nsnc12)N1CCN(Cc2ccc3c(c2)OCO3)CC1	i	0	-2	-4	27	1.1	3	-7	-2
21	Nc1nc2ccc([N+](=O)[O-])c(N)c2s1	i	-9	0	-5	-16	1.8	-11	1	6
22	CC(=O)Nc1ccc(SCC(=O)N(C)CC(=O)Nc2ccccc2Cl)cc1	i	1	4	-1	10	-0.7	-1	-6	-5
23	O=C(NCC1OCCc2ccccc21)C1COc2ccccc2O1 (centres undefined)	i	-3	10	-1	6	/	-2	-3	-4
24	Cc1ccccc1C(=O)N1CCC(C(=O)Nc2ccc(C)c(S(=O)(=O)N3CCCCC3)c2)CC1	i	-2	5	-9	14	-0.6	1	0	1
25	COc1ccccc1NC(=O)c1ccc(Cl)c(S(=O)(=O)N2CCOCC2)c1	i	0	17	10	18	0.5	2	4	-3
26	Cc1sc2ncnc(N3CCC(C(=O)Nc4cc(C(F)(F)F)ccc4OCC(F)(F)F)CC3)c2c1C	i	-3	15	-6	-5	0.6	2	44	-5
27	CC(NC(=O)c1cc(-c2ccncc2)nc2ccc(Cl)cc12)C1CCCO1 (centres undefined)	i	-8	6	-1	3	1.1	-2	-2	-1
